# Vc quorum ag: induces V. cholerae light production without autoinducers; V. cholerae BH1578 lux reporter, luminescence, 6 h; activation, % at 18.7 µM; 0.16% of 350,000 active; AID 588436; in the data active means activation mostly above about 9.7%, no sharp cut-off; further: not every result past the cut was called active; inactives centre near 0; reference of the scale not given here
# 3CLpro inhibitor: SARS-CoV 3CLpro protease inhibition; AID 1706; P0C6X7; recombinant SARS-CoV 3CLpro, quenched FRET peptide cleavage; 0.14% of 290,000 active; inhibition, % at 6 µM; in the data active means inhibition above about 12%
# CCHF vOTU inh: CCHFV vOTU protease inhibition | Pep-AMC fluorescence | inhibition, % at 11.5 µM | 0.55% of 370,000 active | AID 651958; in the data active means inhibition above about 30%; further: 0% = vehicle wells with enzyme and 100% = no enzyme wells
# PrPC TRFRET: cell surface PrPC inhibition, primary TR-FRET screen. P04156. TR-FRET read-out. inhibition, % at 13.8 µM. 0.43% of 370,000 active. AID 720596; in the data active means inhibition above about 24%; further: 0% = median of the test wells and 100% = reference compound wells
# SSB-PriA inh: K. pneumoniae PriA-SSBct interaction inhibition; AlphaScreen SSBct-PriA binding, biotinylated peptide; inhibition, % at 33 µM; 0.6% of 430,000 active; AID 1272365; in the data active means inhibition mostly above about 37%, no sharp cut-off; inactive means mostly below about 20%;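 further: plate controls were negative control peptide for no effect and reference peptide for full effect; strong numbers were not always called active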
# MazF activator: activators of E. coli MazEF toxin-antitoxin RNase; activation, % at 20 µM; 0.32% of 350,000 active; P0AE70; FAM/BHQ RNA-DNA oligo cleavage fluorescence, 5 h; in the data active means activation above about 50%
# Target sequence (P0AE70 whole entry, looked up): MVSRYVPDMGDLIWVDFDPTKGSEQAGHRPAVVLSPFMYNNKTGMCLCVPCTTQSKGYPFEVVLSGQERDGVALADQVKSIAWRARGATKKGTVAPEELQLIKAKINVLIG
# Yp Topo-I inh: Y. pestis Topo-I inhibition via cleavage products; AID 504884; activity, % at 10 µM; Y. pestis Topo-I cleavage product accumulation, plate reader; 0.064% of 360,000 active; in the data active means activity above about 50%, passing the limit was not always enough; further: inactives centre near 2
# VHR inh abs: inhibitors of human VHR1 phosphatase (DUSP3); inhibition, % at 13.3 µM; 0.52% of 290,000 active; recombinant VHR phosphatase, pNPP absorbance; P51452; in the data active means inhibition above about 50%; further: some compounds called inactive have numbers as strong as hits
# Target sequence (P51452 whole entry, looked up): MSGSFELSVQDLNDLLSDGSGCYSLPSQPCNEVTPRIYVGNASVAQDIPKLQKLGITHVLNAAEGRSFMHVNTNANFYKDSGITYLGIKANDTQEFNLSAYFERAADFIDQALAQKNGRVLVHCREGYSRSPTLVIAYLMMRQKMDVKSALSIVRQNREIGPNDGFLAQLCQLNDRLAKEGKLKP
# TcdB GH inh: blocks C. difficile toxin B glycohydrolase activity; TcdB glycohydrolase enzymatic assay, plate reader; inhibition, % at 9.99 µM; 0.24% of 350,000 active; in the data active means inhibition above about 10%
# Rv3671c protease: Rv3671c (M. tuberculosis) protease inhibition | P9WHR9 | inhibition, % at 5.96 µM | 0.048% of 320,000 active; in the data active means inhibition above about 38%;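 further: extracellular domain of Rv3671c used as enzyme; 0% = enzyme with DMSO and 100% = no enzyme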
# Target sequence (P9WHR9 whole entry, looked up, the tested form may be a part): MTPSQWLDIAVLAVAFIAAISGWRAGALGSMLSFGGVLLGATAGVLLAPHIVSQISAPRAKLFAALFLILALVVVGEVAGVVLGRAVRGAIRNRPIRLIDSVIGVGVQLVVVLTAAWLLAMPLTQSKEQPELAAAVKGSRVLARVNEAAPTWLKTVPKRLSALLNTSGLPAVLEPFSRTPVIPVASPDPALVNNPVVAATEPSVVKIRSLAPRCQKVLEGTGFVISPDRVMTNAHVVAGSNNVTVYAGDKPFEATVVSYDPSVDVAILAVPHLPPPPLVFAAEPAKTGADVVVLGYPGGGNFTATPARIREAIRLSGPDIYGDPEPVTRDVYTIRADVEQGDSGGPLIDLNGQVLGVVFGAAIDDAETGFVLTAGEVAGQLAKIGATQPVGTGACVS
# The depositor's hits bear a star; i = inactive; / = not tested or not shown; & = joins results of further samples. This is a subset, so the mix of outcomes need not match the whole.
SMILES,Vc quorum ag,3CLpro inhibitor,CCHF vOTU inh,PrPC TRFRET,SSB-PriA inh,MazF activator,Yp Topo-I inh,VHR inh abs,TcdB GH inh,Rv3671c protease
CC1CCN(S(=O)(=O)c2ccc3c(c2)oc(=O)n3CC(=O)N2c3ccccc3CC2C)CC1 (configuration not stated),-0.2,5,-4,0,98*,-16,30,21,0.4,-29
CC(=O)Nc1ccc(S(=O)(=O)NCCC(=O)NCc2ccncc2)cc1,-2.8,/,-7,0,-1,1,-4,/,2.0,1
CCCCC(=O)Nc1ccc(NC(=O)CC)cc1OC,i,6,-20,-5,-4,6,1,2,/,0
COc1ccc2[nH]c(=O)c(CN(CC3CCCO3)C(=S)Nc3ccc(C)cc3)cc2c1 (configuration not stated),-0.6,-3,-10,1,-2,-14,9,17,0.5,-5
O=C(Nc1nnc(S(=O)(=O)N2CCCCCC2)s1)c1ccccc1Br,-0.2,10,1,-1,-1,2,3,6,0.5,-6
COc1cc(/C=N/N=C2/NC(=O)C(c3ccccc3)S2)ccc1O (configuration not stated),-0.2,-2,-1,-3,/,2,-5,17,/,1
Cc1ccc(NC(=O)CCc2nnc3ccc(N4CCC5(CC4)OCCO5)nn23)cc1F,i,4,9,3,-3,10,29,9,0.5,-7
Oc1oc(-c2ccc(Br)cc2)nc1/C=N/c1ccccn1,i,8,10,-13,/,-16,-3,15,0.4,-1
CC(C)(CNC(=O)CNC(=O)c1ccc(Cl)cc1Cl)N1CCOCC1,i,/,-8,0,-1,3,-2,/,2.1,/
CNC(=O)C[C@H]1C(=O)N(CCc2ccccc2)C[C@@H]1c1ccc(OC)cc1,-0.4,/,-6,1,/,-1,-3,/,1.8,/
CCN(CC(=O)Nc1c(F)cccc1F)C(=O)COc1cccc2c1OC(C)(C)C2,i,/,2,-1,-2,-1,1,/,1.9,0
Cc1ccc(C(=O)NCC(=O)NNC(=O)CN(C)S(=O)(=O)c2ccc(Cl)cc2)s1,-1.2,/,-7,7,-4,0,-1,/,0.6,-10
COC(=O)c1sccc1NC(=S)N1CCN(c2ccc(F)cc2)CC1,-0.3,-8,3,2,-4,-3,-3,-11,/,13
CCc1ccc(NC(=O)c2noc(C(C)C)c2[N+](=O)[O-])cc1,-0.2,2,17,2,-17,3,-11,-11,-0.3,-3
O=[N+]([O-])c1cccc(C(O)C23CN4CN(CN(C4)C2)C3)c1 (configuration not stated),-0.3,4,1,-2,-10,-2,22,8,-0.7,7
CC1CCC2(CC1)NC(=O)N(NC(=O)c1cccs1)C2=O (configuration not stated),i,/,-3,3,-13,1,0,/,-1.3,-1
Cc1ccc(NC(=O)Nc2ccc3c(c2)nnn3C)cc1C,i,2,-14,2,-1,13,0,5,-0.3,0
CCNC(=O)CC1C(=O)N(C)C(=S)N1NC(=O)c1ccc(Cl)cc1 (configuration not stated),-0.2,1,2,-2,-11,-6,5,15,/,-3
CCOC(=O)N1CCC(NC(=O)c2cc(C(=O)Nc3ccc(S(=O)(=O)N4CCOCC4)cc3)ccc2CO)CC1,-0.5,-1,5,9,0,4,2,11,0.4,-3
O=C(Cn1c(NCCCO)nc2ccccc21)c1cccs1,-0.1,-4,-2,3,-7,6,3,/,2.5,-3
COC(=O)C1=C(C(=O)OC)[C@@H]2Nc3ccccc3[C@@]23C[C@@H](C(=O)OC)N=C3N1,-0.3,/,2,-2,-19,2,1,-8,/,5
Cc1ccc(NC(=O)c2ccc(NC3=NC4CS(=O)(=O)CC4S3)cc2)cc1 (configuration not stated),i,-1,20,-4,-7,9,-9,11,-0.2,12
O=C(NC1(C(F)(F)F)NC(=O)N(Cc2ccco2)C1=O)c1cccs1 (configuration not stated),i,3,0,0,2,2,1,8,/,-12
CCCCNc1nc(=S)n(-c2ccccc2)c(C)c1C(C)=O,6.7,-3,19,7,-2,18,0,22,-0.1,1
COc1ccc(NC(=O)N(C)C[C@@H]2Oc3ccc(NC(=O)NC(C)C)cc3CC(=O)N([C@H](C)CO)C[C@@H]2C)cc1,i,/,1,2,-26,-1,5,/,-0.1&2.1,8
COC(=O)c1ccc(OC(=O)C2CSC3(C)CCC(=O)N23)cc1 (configuration not stated),-0.3,/,14,3,22,4,3,/,0.4,-3
COc1ccc(-c2cc(C(F)(F)F)n3ncc(C(=O)NCc4ccco4)c3n2)cc1,-0.1,2,-3,-13,8,-4,-2,1,/,-1
Cc1nc(SCC(=O)Nn2c(-c3ccccc3)nc3ccccc3c2=O)n[nH]1,-0.5,-4,2,0,-5,6,-4,3,/,-9
Cc1cc(NC(=O)Nc2cccc(Cl)c2)n(C(C)(C)C)n1,-0.4,0,-3,8,9,8,0,12,0.8,4
COc1ccccc1NC(=O)CSC1=NC(=O)C(NC(C)=O)C(=O)N1 (configuration not stated),0.0,2,6,-1,-7,-8,7,14,/,1
COc1ccc(NC(=O)c2noc(C(C)C)c2[N+](=O)[O-])cc1,-1.7,1,0,6,11,-2,-6,16,0.2,-1
CCC(C(=O)NC1CCCC1)N(C(=O)Cn1nnc(-c2ccc(OC)c(OC)c2)n1)C1CCCCC1 (configuration not stated),-0.2,1,1,-1,-8,9,12,16,/,-3
O=C(CCn1ccc2cc(S(=O)(=O)N3CCCC3)ccc21)NCc1ccccc1F,-1.0,2,-1,1,4,0,3,-5,1.0,-1
CC1=CC(=O)N(c2ccc(C)cc2)C1c1ccc(Cl)cc1 (configuration not stated),i,0,-5,5,5&-3,5,29,8,0.8,-3
O=C(CCc1ccc(O)c(O)c1)NNC(=S)NCCc1ccccc1,-0.3,5,-1,-5,-12,-1,-2,-7,-4.0,4
COc1ccc(Cl)cc1NC(=O)CSc1nnc(CNC(=O)c2ccco2)o1,-0.3,2,3,3,-28,2,0,6,0.2,-2
COC(=O)c1ccccc1CCC(C)=O,i,-4,-6,-9,-27,-1,3,7,/,-11
CC1Cn2c(nnc2C23CC4CC(CC(C4)C2)C3)S1 (configuration not stated),i,-4,2,1,-12,2,9,7,1.1,0
Fc1cccc(CNCC2CCCO2)c1 (configuration not stated),-0.8,-6,7,3,-7,-1,-5,-10,1.2,6
O=C(CSc1nnc(-c2ccc(F)cc2)o1)NC1CCCC1,0.4,4,0,4,-1,4,6,21,0.0,/
O=C(Nc1ccc(Cl)cc1)OC(CN1CCCCC1)C(F)(F)F (configuration not stated),0.7,0,7,9,-20,-2,-4,14,/,-7
CCCCNC(=O)C1(C)CCCCN1C(=O)c1cc(OC)ccc1Br (configuration not stated),i,/,2,5,/,/,1,/,1.0,/
O=C(O)CP(=O)(O)c1ccc(Cl)cc1,-0.4,7,15,-4,-4,-7,-7,51*,/,-2
COCCCN=C1NN=C(c2cc(C)n(Cc3ccccc3Cl)c2C)CS1,2.4,-10,6,3,3,-5,13,26,-0.1,3
CC(O)Cc1cn(CC(=O)N2CCN(C(=O)OC(C)(C)C)CC2)nn1 (configuration not stated),-0.4,-2,25,6,-17,8,8,-4,-7.1,1
COc1ccc(C(CNC(=O)c2ccc(NS(=O)(=O)c3ccc(F)c(C)c3)cc2)N2CCOCC2)cc1 (configuration not stated),-3.7,/,6,-9,-2,7,7,/,2.0,-2
O=C(CSCc1ccc(Cl)cc1)N/N=C/c1ccc(Cl)cc1Cl,i,-4,-10,1,/,7,18,21,/,-7
CC1CCC(NC(=O)C2CCN(S(=O)(=O)c3cccc4nonc34)CC2)CC1 (configuration not stated),-10,-5,17,-8,1,15,-4,15,-4.7,-4
CCn1ccnc1CN(C)C(=O)c1cc(COc2ccc(OC)c3ccccc23)on1,1.3,0,17,-10,39*,0,35,21,1.8,-4
Cc1ccc(-c2cc(C(=O)NCCc3ccccn3)c3ccccc3n2)c(C)c1,-0.4,1,-14,-11,0,2,15,32,1.0,1

# Following part.
SMILES,Vc quorum ag,3CLpro inhibitor,CCHF vOTU inh,PrPC TRFRET,SSB-PriA inh,MazF activator,Yp Topo-I inh,VHR inh abs,TcdB GH inh,Rv3671c protease
Cc1c(NC(=O)CSc2nnc(N)s2)c(=O)n(-c2ccccc2)n1C,-1.6,4,0,3,4,3,1,-7,/,-7
O=C(Cc1ccc([N+](=O)[O-])cc1)NCCc1ccc2c(c1)OCO2,/,/,8,10,-4,-13,-3,/,0.2,/
COC(=O)C1CC2=C(CCCC2=O)N(c2ccccc2)C1=O (configuration not stated),1.0,/,0,0,-16,-2,2,/,-1.0,/
CCNc1nc(NC(C)C)nc(N(C#N)C(C)C(=O)N(C)C)n1 (configuration not stated),-2.6,-3,1,-1,-7,0,7,0,/,6
CCOc1ccc(C(=O)Nc2cccc(C)n2)cc1,0.7,2,7,0,-19,4,-1,17,/,-8
Cc1ccc(S(=O)(=O)NCCCNC(=O)OCc2ccccc2)cc1,-0.9,/,-10,-2,-11,4,11,/,-1.2,/
Cc1ccc(NC(=O)Cc2ccc(F)cc2)cc1,-2.2,-2,-15,5,-20,4,2,7,/,8
C=CCn1c(SCC(=O)N2CCCCC2)nc(O)cc1=O,-0.3,-4,3,-2,-9,-7,-4,-1,0.6,13
COc1ccc(NC(=O)c2ccc(Br)c(S(=O)(=O)N3CCOCC3)c2)cc1,-0.1,-8,-7,13,-10,2,0,12,0.7,-2
O=C(Cc1cccs1)NCCc1ccc(F)cc1,1.0,-1,5,0,-13,0,-4,20,0.7,-2
O=C(c1ccc(F)cc1)N1CCN(c2ccc([N+](=O)[O-])c(N3CCOCC3)c2)CC1,-0.2,4,17,-24,7,0,14,1,/,4
Cc1ccc(N=Cc2sc(O)c3ccccc23)c(C)c1,i,-4,-16,-2,-2,691*,-7,24,/,-10
Cc1ccc(NC(=O)c2cc(S(=O)(=O)N3CCOCC3)cn2C)cc1F,-0.3,-3,12,11,-16,6,5,-18,-8.2,0
CC(=NCC1CCCO1)C1=C(O)CC(C)(C)CC1=O (configuration not stated),-3.6,-3,7,2,-3,3,-4,27,/,3
COc1ccc(C(CC(=O)N2CCOCC2)C(C)C)cc1 (configuration not stated),-0.3,-6,13,-5,-19,2,-4,3,/,0

# Reformatted with two lines to a compound: part of the list above.
# Results follow in this order: Vc quorum ag | 3CLpro inhibitor | CCHF vOTU inh | PrPC TRFRET | SSB-PriA inh | MazF activator | Yp Topo-I inh | VHR inh abs | TcdB GH inh | Rv3671c protease
- COc1ccc(C(CNC(=O)c2ccc(NS(=O)(=O)c3ccc(F)c(C)c3)cc2)N2CCOCC2)cc1 (configuration not stated)
  -3.7 | / | 6 | -9 | -2 | 7 | 7 | / | 2.0 | -2
- O=C(CSCc1ccc(Cl)cc1)N/N=C/c1ccc(Cl)cc1Cl
  i | -4 | -10 | 1 | / | 7 | 18 | 21 | / | -7
- CC1CCC(NC(=O)C2CCN(S(=O)(=O)c3cccc4nonc34)CC2)CC1 (configuration not stated)
  -10 | -5 | 17 | -8 | 1 | 15 | -4 | 15 | -4.7 | -4
- CCn1ccnc1CN(C)C(=O)c1cc(COc2ccc(OC)c3ccccc23)on1
  1.3 | 0 | 17 | -10 | 39* | 0 | 35 | 21 | 1.8 | -4
- Cc1ccc(-c2cc(C(=O)NCCc3ccccn3)c3ccccc3n2)c(C)c1
  -0.4 | 1 | -14 | -11 | 0 | 2 | 15 | 32 | 1.0 | 1
- Cc1c(NC(=O)CSc2nnc(N)s2)c(=O)n(-c2ccccc2)n1C
  -1.6 | 4 | 0 | 3 | 4 | 3 | 1 | -7 | / | -7
- O=C(Cc1ccc([N+](=O)[O-])cc1)NCCc1ccc2c(c1)OCO2
  / | / | 8 | 10 | -4 | -13 | -3 | / | 0.2 | /
- COC(=O)C1CC2=C(CCCC2=O)N(c2ccccc2)C1=O (configuration not stated)
  1.0 | / | 0 | 0 | -16 | -2 | 2 | / | -1.0 | /
- CCNc1nc(NC(C)C)nc(N(C#N)C(C)C(=O)N(C)C)n1 (configuration not stated)
  -2.6 | -3 | 1 | -1 | -7 | 0 | 7 | 0 | / | 6
- CCOc1ccc(C(=O)Nc2cccc(C)n2)cc1
  0.7 | 2 | 7 | 0 | -19 | 4 | -1 | 17 | / | -8
